# Growth percent in the NCI-60 one-dose screen (48 h, 10 µM unless noted): 100 = growth as untreated, 0 = no growth, -100 = all killed.
# NCI/ADR-RES – NCI/ADR-RES ovarian cells | 81,000 compounds, 4.4% hits | AID 1794790
# IGROV1 – IGROV1 ovarian cancer; 79,000 compounds, 4.7% hits; AID 1794786
# NCI-H460 – NCI-H460 lung cancer; 82,000 compounds, 6.8% hits
# COLO 205 – COLO 205 colon cancer; 79,000 compounds, 7.3% hits; AID 1794742
# NCI-H522 – NCI-H522 lung cancer. 78,000 compounds, 8% hits. AID 1794739
# NCI-H226 – NCI-H226 lung cancer | 79,000 compounds, 3.5% hits | AID 1794732
# NCI-H23 – NCI-H23 lung cancer. 80,000 compounds, 4% hits
# NCI-H322M – NCI-H322M lung cancer. 80,000 compounds, 2.7% hits. AID 1794733
# SK-OV-3 – SK-OV-3 ovarian cancer cells; 80,000 compounds, 3.2% hits
# An asterisk follows results filed as active; . = no result given. Rule for the calls: active = growth percent below 10; inactive = the rest. Not a hit list; 11% or so of the library scored in one or more.
no.	compound	NCI-H522	NCI/ADR-RES	SK-OV-3	COLO 205	NCI-H226	IGROV1	NCI-H23	NCI-H460	NCI-H322M
1	Cc1cccc(NCC(=O)N2CCN(c3ncnc4c3cnn4-c3ccccc3)CC2)c1	-6.9*	61	67	97	55	59	58	65	69
2	O=C(/C=C/c1cccnc1)NCCCCC1CCCN(C(=O)c2ccccc2)C1 (centres undefined)	1.4*	32	92	.	98	34	70	29	65
3	O=C(CC(C(=O)O)C(c1ccccc1)[N+](=O)[O-])c1ccccc1 (centres undefined)	103	96	108	110	100	117	94	107	114
4	Cc1ccnc(NS(=O)(=O)c2ccc(NC(=O)c3ccc(C(=O)Nc4ccc(S(=O)(=O)Nc5nccc(C)n5)cc4)cc3)cc2)n1	102	103	105	109	.	106	100	107	.
5	O=[n+]1ccn([O-])c2ccccc21	118	103	109	100	90	106	96	102	104
6	OC(CN(Cc1ccccc1)C1CCCCC1)c1ccc(Cl)cc1 (centres undefined)	80	94	93	81	97	85	89	97	91
7	O=C1CCSc2ccc(Cl)cc21	100	104	100	110	106	111	98	113	114
8	O=C(O)c1ccc(-c2nn(-c3ccc(C(=O)O)cc3)cc2CNc2cccc(F)c2)cc1	87	105	103	112	117	111	102	.	103
9	O=C(CSc1nc2ccccc2c(=O)n1CCc1ccccc1)Nc1ccccc1C(=O)O	15	67	47	66	75	59	75	59	81
10	O=C1CCC23OC4ON=C(c5ccccc5)C4C2C(O)c2ccccc2N13 (centres undefined)	83	93	96	119	102	90	97	113	95
11	Cc1ccc2oc(=O)cc(Cn3cc(Cn4c(C)cc(=O)n(Cc5cn(Cc6cc(=O)oc7ccc(C)cc67)nn5)c4=O)nn3)c2c1	101	101	.	110	.	105	101	112	102
12	CC(=O)[C@H]1CCC2C3CC=C4C[C@@H](OC(=O)CCC(=O)O)CC[C@]4(C)C3CC[C@@]21C (some centres undefined)	91	88	118	133	119	108	96	95	106
13	CCN(CC)c1ccc2cc(C(Nc3ccc(Cl)cc3)c3nnnn3C(C)(C)C)c(=O)oc2c1 (centres undefined)	80	98	105	114	83	94	96	84	94
14	Clc1ccc2c(c1)c(-c1ccccc1)nc1nncn12	93	101	107	115	114	109	99	117	114
15	N#CC1C(=O)SC2c3ccccc3C(=O)c3ccccc3C12 (centres undefined)	95	104	98	107	95	110	104	97	99
16	O=C(O)c1cc(NCc2cccc(Br)c2)ccc1N1CCOCC1	106	108	85	96	106	112	100	112	105
17	Cc1ccc(/C=C/C(=O)Nc2ncc(Cc3ccc(F)cc3)s2)o1	38	56	65	32	86	54	75	30	59
18	O=C(O)c1ccc(-n2cc(/C=N/Nc3ccccc3F)c(-c3ccccc3)n2)cc1	31	53	82	92	90	54	79	101	92
19	COc1cc2c(cc1OC)C(c1cc(OC)c(OC)c(OC)c1)CC(=O)N2 (centres undefined)	87	109	99	104	.	103	103	106	100
20	COc1cc(C2(C)SCCCS2)cc(OC)c1OC	87	97	107	107	101	111	96	107	103
21	CC(=O)Nc1nc(-c2n[nH]c(=S)n2-c2ccc(Oc3ccccc3)cc2)cs1	101	106	108	123	118	103	99	104	.
22	CC(C)c1ccc2c(N)c(C(=O)Nc3ccc(C(F)(F)F)cn3)sc2n1	63	25	84	93	23	81	44	62	86
23	CC1=C(C)C(=O)C(Nc2ccc(C(=O)OC(C)(C)C)cc2)=C(Cl)C1=O	94	98	104	108	103	109	103	103	103
24	CCCCC1COc2cccc3c(SCC(=O)N(C)c4cccc5ccccc45)cc[n+]1c23 (centres undefined)	83	104	.	.	.	111	104	107	110
25	COc1ccc(-c2cncn2-c2ccc(-c3nc4cc(OC)c(OC)c(OC)c4s3)cc2)cc1N	46	52	103	46	65	59	73	51	84
26	CC(=O)OC[C@@]1(C)[C@H]2CCC3(CO3)[C@@H](C/C=C3/C(=O)OC[C@H]3OC(C)=O)[C@]2(C)CC[C@H]1OC(C)=O (some centres undefined)	26	99	107	74	89	92	96	109	102
27	CN(C)c1ccc(C=Nc2ccc3c(c2)/C(=C/c2ccc(N(C)C)cc2)c2ccccc2-3)cc1	72	99	79	90	91	81	85	116	81
28	c1ccc2c[n+](CCCCC[n+]3ccc4ccccc4c3)ccc2c1	115	106	100	103	87	95	100	100	97
29	CC1(C)CC2=C3C=C[C@@H]4[C@@]5(C)CCC(=O)C(C)(C)[C@@H]5CC[C@@]4(C)[C@]3(C)CC[C@@]2(C(=O)O)CC1=O	65	94	84	69	53	85	72	77	60
30	COC(=O)C1(C)CCc2c(ccc3ccccc23)C1=O (centres undefined)	90	103	99	107	99	104	105	104	102
31	CCCCCCCCCCCCCCCCCCNc1nc2ccccc2s1	92	101	104	101	90	88	92	107	113
32	Cc1c(C(C)(C(=O)O)c2c(C)n(C)c3ccccc23)c2ccccc2n1C	106	103	95	112	94	99	106	107	89
33	COc1ccc(CC2c3cc(OC)c(OC)cc3CC[N+]2(C)CCC(=O)OCCCCCOC(=O)CC[N+]2(C)CCc3cc(OC)c(OC)cc3C2Cc2ccc(OC)c(OC)c2)cc1OC (centres undefined)	86	78	110	112	76	102	93	100	91
34	O=C(O)c1ccccc1OP(=O)(O)O	95	106	96	114	106	112	106	112	100
35	CC(c1ccccc1)N1C(=O)C(C2SC(=S)N(C(C)c3ccccc3)C2=O)SC1=S (centres undefined)	77	98	106	86	100	76	96	82	93
36	CCCCCCCCCCCCCCCC(=O)Nc1ccc(C)cc1	105	107	129	107	105	102	.	107	98
37	COC(=O)C1(C(C)C(=O)c2ccccc2)NC(=S)NC(=O)C1C#N (centres undefined)	99	108	156	111	98	107	104	113	105
38	Cc1ccc(Nc2nc(N)nn2Cc2cccc(Br)c2)cc1	60	37	76	69	48	62	70	54	83
39	Cc1ccc(OCc2ccc(Br)cc2)cc1	98	103	113	122	98	102	104	105	118
40	NC(=S)N/N=C/c1ccc(O)c(C(=O)O)c1	92	100	117	118	96	108	95	107	101
41	Cc1cc2c(cc1CCl)C(C)(C)CCC2(C)C	91	97	105	104	106	.	94	108	93
42	CCCN1CCN(c2ccc3nc(-c4ccc5nc(-c6ccc(OCC)cc6)[nH]c5c4)[nH]c3c2)CC1	-3.1*	42	68	-32*	65	52	20	-77*	61
43	COCCn1c2nc(=O)n(-c3ccccc3)c(=O)c-2nc2ccccc21	105	.	107	89	82	102	98	99	104
44	CC1=C(SCC(=O)O)C(=O)c2ccccc2C1=O	23	91	85	104	92	90	83	100	.
45	COc1ccc2oc(=O)cc(-c3c4nc(c(-c5cc(=O)oc6ccc(OC)cc56)c5ccc([nH]5)c(-c5cc(=O)oc6ccc(OC)cc56)c5nc(c(-c6cc(=O)oc7ccc(OC)cc67)c6ccc3[nH]6)C=C5)C=C4)c2c1	41	82	67	94	81	59	74	76	73
46	OCC1OCOC(CO)C1O (centres undefined)	104	107	106	120	99	112	108	104	117
47	O=C1OCC2=C1C(c1ccccc1F)CC(=O)N2c1ccccc1 (centres undefined)	86	105	93	102	.	115	97	102	101
48	C#CCN(Cc1ccc2nc(N)[nH]c(=O)c2c1)c1ccc(C(=O)NC(CCC(=O)O)C(=O)O)cc1 (centres undefined)	80	48	50	67	81	109	99	80	90
49	CC(C)COCC(CN(Cc1ccccc1)c1ccccc1)N1CCCC1 (centres undefined)	32	65	75	40	66	53	61	44	79
50	C=C(C)[C@@H]1CC[C@]2(COC(=O)c3ccco3)CC[C@]3(C)[C@H](CC[C@@H]4[C@@]5(C)CCCNC(C)(C)[C@@H]5CC[C@]43C)[C@@H]12	92	97	106	56	88	91	90	103	79

# (continued)
no.	compound	NCI-H522	NCI/ADR-RES	SK-OV-3	COLO 205	NCI-H226	IGROV1	NCI-H23	NCI-H460	NCI-H322M
51	COc1cccc(-c2nc3sccn3c2-c2ccncn2)c1	94	98	101	103	99	93	98	100	105
52	COc1ccc(/C=C\C(=O)OCCCCOC(=O)/C=C/c2ccc(OC)cc2)cc1	100	100	107	105	101	97	102	108	105
53	NC(=O)CSSCC(N)=O	92	105	109	108	108	98	99	111	97
54	COc1ccc(C(CC(=O)O)c2c(C)n(-c3ccccc3)[nH]c2=O)cc1 (centres undefined)	89	101	99	115	95	112	98	106	100
55	CN(C1c2ccccc2Oc2ccccc21)S(=O)(=O)c1ccc(Br)cc1	60	90	92	98	89	74	88	105	86
56	COc1ccc(-c2nc(SCC(=O)Nc3ccc(C(C)=O)cc3)[nH]c(=O)c2C#N)cc1	68	108	79	115	91	106	97	111	101
57	CCOC(=O)C(=Cc1ccc2c(c1)OCO2)C(=O)OCC	51	46	88	85	85	67	74	57	76
58	CC/C(C)=C1/C(=O)Nc2cc(Cl)c(CCCl)cc21	89	96	102	101	92	109	94	101	101
59	O=C(O)C(CCCc1ccccc1)C(=O)O	99	114	105	106	103	108	104	111	109
60	CC(C)(C)CC(C)(C)c1cc(Cc2cc(C(C)(C)CC(C)(C)C)cc(-n3nc4ccccc4n3)c2O)c(O)c(-n2nc3ccccc3n2)c1	.	110	115	113	110	112	113	106	.
61	CN(C)c1ccc(C2C=Cc3ccccc3N2C(=O)c2ccccc2)cc1 (centres undefined)	78	89	127	109	90	.	66	92	95
62	O=C(Nc1cnn2ccc(N3CCC[C@@H]3c3cc(F)ccc3F)nc12)N1CC[C@H](O)C1	71	97	80	72	94	105	88	84	104
63	COc1ccccc1C(=O)NC(=S)Nc1ccc(-c2nc3ccccc3[nH]2)cc1	91	39	.	.	46	69	58	4.6*	81
64	Cc1ccc(C(=O)c2sc3nc4c(cc3c2N)CCCC4)cc1	34	57	101	122	94	84	93	96	95

# Structures above containing a COOH group:
no.	compound	NCI-H522	NCI/ADR-RES	SK-OV-3	COLO 205	NCI-H226	IGROV1	NCI-H23	NCI-H460	NCI-H322M
3	O=C(CC(C(=O)O)C(c1ccccc1)[N+](=O)[O-])c1ccccc1 (centres undefined)	103	96	108	110	100	117	94	107	114
8	O=C(O)c1ccc(-c2nn(-c3ccc(C(=O)O)cc3)cc2CNc2cccc(F)c2)cc1	87	105	103	112	117	111	102	.	103
9	O=C(CSc1nc2ccccc2c(=O)n1CCc1ccccc1)Nc1ccccc1C(=O)O	15	67	47	66	75	59	75	59	81
12	CC(=O)[C@H]1CCC2C3CC=C4C[C@@H](OC(=O)CCC(=O)O)CC[C@]4(C)C3CC[C@@]21C (some centres undefined)	91	88	118	133	119	108	96	95	106
16	O=C(O)c1cc(NCc2cccc(Br)c2)ccc1N1CCOCC1	106	108	85	96	106	112	100	112	105
18	O=C(O)c1ccc(-n2cc(/C=N/Nc3ccccc3F)c(-c3ccccc3)n2)cc1	31	53	82	92	90	54	79	101	92
29	CC1(C)CC2=C3C=C[C@@H]4[C@@]5(C)CCC(=O)C(C)(C)[C@@H]5CC[C@@]4(C)[C@]3(C)CC[C@@]2(C(=O)O)CC1=O	65	94	84	69	53	85	72	77	60
32	Cc1c(C(C)(C(=O)O)c2c(C)n(C)c3ccccc23)c2ccccc2n1C	106	103	95	112	94	99	106	107	89
34	O=C(O)c1ccccc1OP(=O)(O)O	95	106	96	114	106	112	106	112	100
40	NC(=S)N/N=C/c1ccc(O)c(C(=O)O)c1	92	100	117	118	96	108	95	107	101
44	CC1=C(SCC(=O)O)C(=O)c2ccccc2C1=O	23	91	85	104	92	90	83	100	.
48	C#CCN(Cc1ccc2nc(N)[nH]c(=O)c2c1)c1ccc(C(=O)NC(CCC(=O)O)C(=O)O)cc1 (centres undefined)	80	48	50	67	81	109	99	80	90
54	COc1ccc(C(CC(=O)O)c2c(C)n(-c3ccccc3)[nH]c2=O)cc1 (centres undefined)	89	101	99	115	95	112	98	106	100
59	O=C(O)C(CCCc1ccccc1)C(=O)O	99	114	105	106	103	108	104	111	109
